# NOTCH agonist: agonists of NOTCH signaling. NOTCH signaling luciferase reporter cells, luminescence. activation, % at 2.5 µM. 15,000 tested, 0.4% active; in the data active = activation above about 2.2%
# Luminol counter: counter-screen for Nox1 inhibitors: inhibitors of luminol chemiluminescence | HRP/luminol/H2O2 chemiluminescence counterscreen | inhibition, % at 6.7 µM | 16,000 tested, 0.4% active; note: reference of the scale not given here
# PME-1 Maybridge: inhibitors of human PME-1 in Maybridge library; recombinant PME-1, FP-Rh probe fluorescence polarization; AID 2291, 2010; inhibition, % at 9 µM; Protein phosphatase methylesterase 1 (Homo sapiens), Q9Y570; 16,000 tested, 0.5% active; in the data active = inhibition above about 30%
# OPRK1 antag MB: antagonists of human kappa opioid receptor OPRK1, Maybridge library; Kappa-type opioid receptor (Homo sapiens), P41145; OPRK1 cells, antagonist mode, fluorescence readout; inhibition, % at 9 µM; 16,000 tested, 0.4% active; AID 652031, 2013; in the data active = inhibition above about 50%
# Target sequence (P41145 whole entry, looked up): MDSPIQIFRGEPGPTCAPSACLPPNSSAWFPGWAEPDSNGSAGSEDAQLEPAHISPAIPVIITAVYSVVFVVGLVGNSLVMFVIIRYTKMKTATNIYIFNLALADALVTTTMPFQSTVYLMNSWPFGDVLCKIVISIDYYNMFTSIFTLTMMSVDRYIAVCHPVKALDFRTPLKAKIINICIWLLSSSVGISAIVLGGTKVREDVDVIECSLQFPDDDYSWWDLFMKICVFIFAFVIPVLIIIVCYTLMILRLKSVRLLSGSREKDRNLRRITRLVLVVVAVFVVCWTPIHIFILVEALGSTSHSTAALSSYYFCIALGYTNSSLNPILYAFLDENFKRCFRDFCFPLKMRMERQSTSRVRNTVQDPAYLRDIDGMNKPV
# Nox1 inhibitor: inhibitors of human NADPH oxidase 1 (Nox1). 16,000 tested, 0.81% active. inhibition, % at 6.7 µM. HT29 cells, luminol chemiluminescence ROS. Q9Y5S8
# S1P1 agonist: activates the human S1P1 receptor; S1P1 agonist cell-based reporter assay; activation, % at 4.5 µM; 16,000 tested, 1.5% active; AID 1044, 2008; in the data active = activation above about 80%
# TLR4-MyD88 inh: inhibitors of human TLR4-MyD88 binding; 16,000 tested, 0.06% active; Cell-based TLR4-MyD88 binding inhibition assay; Toll-like receptor 4 (Homo sapiens), O00206; inhibition, % at 10 µM; in the data active = inhibition above about 45%
# rat GALR2 ag: agonists of rat galanin receptor 2 (GALR2); Galanin receptor type 2 (Rattus norvegicus), O08726; cell-based GALR2 agonist screen; activation, % at 10 µM; 16,000 tested, 0.5% active; AID 833, 2007; in the data active = activation above about 15%
# Target sequence (O08726 whole entry, looked up): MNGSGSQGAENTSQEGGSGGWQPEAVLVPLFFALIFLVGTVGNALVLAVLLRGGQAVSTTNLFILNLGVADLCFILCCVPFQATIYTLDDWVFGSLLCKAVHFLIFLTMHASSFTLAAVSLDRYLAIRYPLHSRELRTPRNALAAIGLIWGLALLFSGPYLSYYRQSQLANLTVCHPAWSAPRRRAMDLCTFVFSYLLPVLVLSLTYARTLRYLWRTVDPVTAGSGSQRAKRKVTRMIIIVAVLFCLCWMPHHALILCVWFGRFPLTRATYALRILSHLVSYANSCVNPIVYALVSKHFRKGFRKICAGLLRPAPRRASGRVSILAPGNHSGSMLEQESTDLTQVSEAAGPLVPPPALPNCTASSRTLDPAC
# * marks the source's active call; other numbers are inactive results; . = not tested or not shown. Cut-off read from the data, not from the text of the source, unless noted: active = inhibition above about 75%; inactive = the rest. A portion of the library; count on the stated rates, not on these rows.
structure,TLR4-MyD88 inh,S1P1 agonist,PME-1 Maybridge,OPRK1 antag MB,rat GALR2 ag,NOTCH agonist,Nox1 inhibitor,Luminol counter
N#C/C(=C\c1ncc(C(F)(F)F)cc1Cl)S(=O)(=O)c1ccccc1Cl,-3,11,4,16,-4,-0.2,2,-6
N#Cc1ccc(S(=O)(=O)Nc2ccccc2Oc2ccc(Cl)cc2Cl)cc1,-5,64,17,0,-7,-0.1,25,-4
Cn1c(=O)c2c(NCc3ccccc3)cc(=O)n(C)c2n(C)c1=O,-10,-37,0,17,4,8.5*,-48,4
Cc1cc(N/C=C(\C#N)C(=O)c2ccc(Cl)cc2)no1,-1,13,-6,1,-7,-0.8,-11,2
COC(=O)C1=CN2c3ccccc3SC2(C(=O)OC)C(C(=O)OC)=C1C(=O)OC (centres undefined),.,99*,0,-9,-5,-0.2,-75,8
Nc1nc(-c2c(F)cccc2Cl)cs1,-1,-29,-1,-10,-11,.,5,3
C(=N\Nc1nnc2c(n1)[nH]c1ccccc12)/c1ccc2c(c1)OCO2,1,-11,-12,3,-3,-0.4,-7,4
CCOC(=O)C(C(=O)C(F)(F)F)C(C)C(C(=O)OCC)C(=O)C(F)(F)F (centres undefined),-1,-9,3,-17,-4,0.4,-30,-1
CCc1ccc(-n2nnnc2SCC(=O)NCCSCc2ccco2)cc1,-1,5,1,2,-3,-0.1,-17,-3
COc1ccc(C(=O)N2CCC(c3ccccc3OC)CC2)cc1,-32,0,-3,-1,-3,-0.7,-30,3
O=[N+]([O-])c1ccc(OCCO)c([N+](=O)[O-])c1,1,4,-2,3,-3,-0.1,-31,2
Cc1onc(-c2c(Cl)cccc2Cl)c1COC(=O)c1ccc([N+](=O)[O-])o1,-1,3,3,16,-5,-0.7,-5,0
Cc1nc([N+](=O)[O-])cn1Cc1ccc(F)cc1,3,1,-1,1,-5,-0.6,-25,3
COc1ccc(OC)c(NC(=O)c2ccccc2NC(=O)c2ccccc2)c1,-3,-9,6,1,-7,-0.2,1,-9
O=S(=O)(CCN(Cc1cccs1)S(=O)(=O)c1ccc(Cl)cc1)c1ccc(Cl)cc1,6,-6,4,-8,-6,0.0,-17,4
c1ccc(-c2nc(-c3cccnc3)n[nH]2)nc1,7,3,1,4,-4,-0.2,-61,1
CN(C)c1ccc(/C=N/NC2=NCCN2)cc1,3,7,1,6,-6,-0.5,-3,-23
Cc1cc(NC(=O)NCc2ccccc2)c(C(F)(F)F)o1,1,-3,-3,-3,-1,-0.1,-52,0
COc1ccc(NC2=CC(=O)N(c3ccc(OC)cc3)C2=O)cc1,6,-7,-9,7,-7,-0.1,-25,2
Cc1nn(C)c2ncc(C(N)=O)c(Oc3cccnc3)c12,-13,-6,11,-13,-4,-0.8,-3,0

# Later entries:
structure,TLR4-MyD88 inh,S1P1 agonist,PME-1 Maybridge,OPRK1 antag MB,rat GALR2 ag,NOTCH agonist,Nox1 inhibitor,Luminol counter
FC(F)(F)COc1cc(-c2n[nH]c(=S)n2Cc2ccco2)cc(OCC(F)(F)F)n1,7,29,0,26,-4,0.0,26,47
Cc1cc(NC(=O)CSc2n[nH]c(=O)n2-c2ccc3c(c2)OCCO3)n(-c2ccccc2)n1,-6,-7,2,0,-7,2.2*,-16,-3
Oc1ccccc1/C=N/C(/N=C/c1ccccc1O)c1ccccc1O,1,-8,0,38,-5,-0.3,-39,4
O=C(O)CCc1nc(-c2ccc(Cl)cc2)no1,-11,-2,2,-8,-5,-0.9,-20,2
CSC(=NC(C)(C)C)Nc1ccccc1Cl,11,16,0,2,-6,0.5,-5,-6
Cc1onc(-c2ccccc2)c1CNC(=O)CN1C(=O)c2ccccc2C1=O,18,-5,2,-10,-6,-0.6,-48,2
CCOC(=O)NN(C(=O)OCC)C1=CC(c2ccccc2)Oc2ccccc21 (centres undefined),-7,-32,5,0,-13,.,-10,3
N/C(CS(=O)(=O)Cc1ccco1)=N\OC(=O)c1ccc(Cl)cc1,2,0,4,14,-2,-0.4,-56,0
O=C1CSC(CC(=O)Nc2ccc(Cl)cc2)=N1,-5,-5,1,8,-4,-0.2,-5,37
CCOC(=O)c1c(N)sc2c1C(C(=O)OCC)CCC2 (centres undefined),-4,-6,6,4,-4,-0.1,12,10
O=S(=O)(c1cccc(C(F)(F)F)c1)N1CCCC1c1cccnc1 (centres undefined),0,0,-1,-4,-6,-0.4,-23,0
Cc1ccc(S(=O)(=O)CCN(Cc2cccnc2)C(=O)c2ccccc2)cc1,-1,-4,0,-17,-9,-0.4,-36,-1
O=C(O)CCNC(=O)Nc1cccc2ccccc12,-8,5,7,8,-7,0.1,17,-6
O=S(=O)(O)c1ccc2[nH]c(=S)sc2c1,.,5,1,-9,-5,-0.3,4,0
O=C(NC(=O)c1ccc(OCC(F)(F)F)nc1)NN1CCOCC1,4,-5,2,-4,-7,.,-58,-2
C=C1SC(Nc2ccc(C)cc2C)=NC12CCCCC2,9,-9,-2,-2,7,-0.4,-57,-2
COC(=O)/C(C#N)=C/c1cc(C(=O)OC)n(-c2ccc(Cl)cc2)c1,9,19,6,2,-6,0.1,-49,0
Cc1cc2c(cc1[N+](=O)[O-])OCCO2,-2,-10,1,10,-9,-0.5,-13,2
O=[N+]([O-])c1ccc(C=Nc2ccc3c(c2)OCCO3)s1,0,12,23,12,-8,-0.8,48,-18
COc1ccc(C(=O)NNc2c([N+](=O)[O-])cc(C(F)(F)F)cc2[N+](=O)[O-])cc1,-7,61,5,16,-4,0.8,89*,4

# (more compounds)
structure,TLR4-MyD88 inh,S1P1 agonist,PME-1 Maybridge,OPRK1 antag MB,rat GALR2 ag,NOTCH agonist,Nox1 inhibitor,Luminol counter
CCOC(=O)c1nnc2cc(-c3cccs3)sc2n1,11,2,2,7,-6,-0.5,-51,-1
O=c1[nH]cnc2c1ncn2COCCO,-5,-1,2,-14,-5,-0.2,-4,1
Cc1onc(-c2ccc(Cl)cc2)c1-c1ccnn1C(=O)NC(C)C,-2,3,3,-19,-5,-0.4,11,-5
O=C(Oc1ccccc1)c1cccnc1Oc1ccccc1,-9,-5,4,-12,-6,0.0,16,-10
CC(C)(C)OC(=O)N1CSC[C@H]1C(=O)O,3,-9,2,5,-3,-0.2,-5,-7
O=C(Nc1ccc(F)cc1F)c1csc(Cc2c(Cl)cccc2Cl)n1,3,0,1,-17,-6,-0.1,36,1
O=S(=O)(Nc1nccs1)c1ccc(N=Cc2cc(Br)ccc2O)cc1,5,9,-1,11,13,-0.5,-33,0
C=CCC(C)(NC1CCCCC1)c1ccccc1 (centres undefined),-12,7,7,34,-8,-0.2,26,-7
CC(CC(=O)c1cccs1)C(=O)c1ccccc1 (centres undefined),0,1,9,16,-2,0.3,10,-7
Nc1nc(-c2csc3ccccc23)cs1,7,-19,2,5,-4,0.0,-66,0
OC(CCc1ccccc1)(CCN1CCCCC1)c1ccccc1 (centres undefined),-3,-7,0,17,-6,-0.8,-32,2
O=C(N/N=C/c1ccccc1O)c1ccccc1Oc1ccccc1,-5,-2,3,-18,-3,-0.2,-60,9
Cc1cc(C(=O)NC2CCN(Cc3c(F)cccc3Cl)CC2)nn1-c1ccccc1,5,-4,5,14,-7,.,-58,0
CCOC(=O)C(NC(=O)c1ccccc1)(Nc1ccc(F)cc1F)C(F)(F)F (centres undefined),3,5,-2,-11,-3,0.4,0,2
CSc1sc(-c2nc(C)cs2)c(C)c1-c1ccnc(=S)[nH]1,3,-1,-3,-7,-6,-0.5,1,-4
Cc1nn(-c2ccccc2)c(C)c1C(=O)NNC(=O)c1ccc(Cl)cc1,13,12,-2,10,-11,-1.2,-32,4
COc1ccc(/C=C2\Cc3cc(OC)c(OC)c(OC)c3C2=O)c(OC)c1OC,-1,-53,8,0,-3,-0.3,15,-4
CCCc1nn(C(=O)c2ccc(Cl)cc2)cc1C(=O)OCC,1,-9,3,14,-4,0.2,-3,-3

# Grouped by structure, the compounds so far containing four or more nitrogen atoms (14)
structure,TLR4-MyD88 inh,S1P1 agonist,PME-1 Maybridge,OPRK1 antag MB,rat GALR2 ag,NOTCH agonist,Nox1 inhibitor,Luminol counter
Cn1c(=O)c2c(NCc3ccccc3)cc(=O)n(C)c2n(C)c1=O,-10,-37,0,17,4,8.5*,-48,4
C(=N\Nc1nnc2c(n1)[nH]c1ccccc12)/c1ccc2c(c1)OCO2,1,-11,-12,3,-3,-0.4,-7,4
CCc1ccc(-n2nnnc2SCC(=O)NCCSCc2ccco2)cc1,-1,5,1,2,-3,-0.1,-17,-3
c1ccc(-c2nc(-c3cccnc3)n[nH]2)nc1,7,3,1,4,-4,-0.2,-61,1
CN(C)c1ccc(/C=N/NC2=NCCN2)cc1,3,7,1,6,-6,-0.5,-3,-23
Cc1nn(C)c2ncc(C(N)=O)c(Oc3cccnc3)c12,-13,-6,11,-13,-4,-0.8,-3,0
FC(F)(F)COc1cc(-c2n[nH]c(=S)n2Cc2ccco2)cc(OCC(F)(F)F)n1,7,29,0,26,-4,0.0,26,47
Cc1cc(NC(=O)CSc2n[nH]c(=O)n2-c2ccc3c(c2)OCCO3)n(-c2ccccc2)n1,-6,-7,2,0,-7,2.2*,-16,-3
O=C(NC(=O)c1ccc(OCC(F)(F)F)nc1)NN1CCOCC1,4,-5,2,-4,-7,.,-58,-2
COc1ccc(C(=O)NNc2c([N+](=O)[O-])cc(C(F)(F)F)cc2[N+](=O)[O-])cc1,-7,61,5,16,-4,0.8,89*,4
O=c1[nH]cnc2c1ncn2COCCO,-5,-1,2,-14,-5,-0.2,-4,1
Cc1onc(-c2ccc(Cl)cc2)c1-c1ccnn1C(=O)NC(C)C,-2,3,3,-19,-5,-0.4,11,-5
Cc1cc(C(=O)NC2CCN(Cc3c(F)cccc3Cl)CC2)nn1-c1ccccc1,5,-4,5,14,-7,.,-58,0
Cc1nn(-c2ccccc2)c(C)c1C(=O)NNC(=O)c1ccc(Cl)cc1,13,12,-2,10,-11,-1.2,-32,4

# Bioassay records from PubChem.
